Compound activity (PubChem)
human PMI inhibitors – human PMI inhibitors, high substrate, primary screen, biochemical, fluorescence intensity, high mannose 6-phosphate (AID 1220). recombinant PMI enzyme, coupled fluorescence intensity; higher % means a stronger effect. hit rate 0.66% among 190,000. inhibition, % at 20 µM; hits with a dose series show IC50 in µM
human PMI inhibition – MPI enzyme activity inhibition – biochemical, fluorescence intensity, coupled assay, primary screen (AID 1209). hit rate 0.42% among 190,000. one-dose inhibition, % at 20 µM; IC50 in µM for titrated hits. purified PMI enzyme, coupled fluorescence intensity; higher % means a stronger effect;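 note: plate controls were DMSO vehicle for no effect and wells lacking substrate for full effect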
Lipid droplet – hepatic lipid droplet formation modulation; AML12 mouse hepatocytes, oleate lipid droplets, BODIPY imaging; inhibition, % at 6.5 µM; hit rate 0.4% among 240,000;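 active = lipid droplet intensity inhibited by at least 50%, with more than 500 cells counted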
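Material: mouse AML12 hepatocyte cell line, fixed after treatment; Timing: compound with oleate, overnight; Technique: high-content imaging of BODIPY-stained droplets and DAPI nuclei; Probe or stimulus: oleate, 100 µM final; Dosing: compound at 6.5 µM only.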
T cell modulator – modulates CD8 T cell binding to vesicles; 2C CD8+ T cell-vesicle binding, flow cytometry; stronger effect = lower value; calls only at 7 µM; hit rate 0.068% among 330,000; AID 2052;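 active = response, share of CD8 T cells binding vesicles, and their 90th percentile fluorescence all below set limits, cut at about 80% in these data, passing the limit was not always enough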
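Incubation: binding step 1.5 h, 37 °C, antibody labelling 20 min, ice; system: murine 2C transgenic CD8+ T lymphocytes; technique: cytometric PE anti-B7-1 and Alexa647 anti-CD8 signals after 1% paraformaldehyde fixation; also added: QL9-charged Drosophila Ld/ICAM-1/B7-1 vesicles; control set: naked versus QL9-loaded vesicles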
Autophagy mod – autophagy modulation, high-content screen; MEF GFP-LC3 puncta imaging; test concentration mostly 10 µM; calls only at 10 µM (by protocol); hit rate 0.98% among 190,000;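 active = percentage of spot-positive cells more than 3 SD above its plate mean, without a fluorescence outlier flag or 80% toxicity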;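 note: spot-positive cell cutoff set from DMSO-treated cells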
Insulin prom up – MIN6 insulin promoter up-regulation | MIN6 insulin promoter-GFP reporter, high-content imaging; stronger effect = higher value | z-score at 5 µM | hit rate 0.3% among 190,000;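 active = z-score above 3 at 5 µM with at least 500 cells counted in the well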
b-catenin transl – alters nuclear translocation of beta-catenin in HeLa cells. immunofluorescence imaging. AID 1665. nuclear translocation activity, % at 5 µM. hit rate 0.3% among 190,000;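 active = nuclear translocation activity above 50% at 5 µM, with a well cell count of 50 or more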;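 note: per-cell ratio of nuclear to cytoplasmic median beta-catenin stain intensity; plate controls were DMSO negative control for no effect and GSK-3 inhibitor IX positive control for full effect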
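Signal – beta-catenin immunofluorescence imaging with DAPI · Test system – human HeLa cell line · Dosing – 5 µM primary single dose, 0.1% DMSO, 0.02–20 µM confirmation series · Measure – % activation, nuclear-to-cytoplasmic median beta-catenin signal ratio per cell · Incubation – 24 h compound exposure at 37°C, 5% CO2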
MT stabilize HCS – microtubule stabilization, imaging screen; HeLa tubulin immunostaining HCS, 24 h; share of cells brighter than vehicle mean+2SD; % tubulin-high responders, % at 10 µM; AID 2205; hit rate 0.83% among 200,000;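 active = plate Z-score above 3 for both tubulin-high and condensed-nucleus cell shares, with cell loss under 80%, at 10 µM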;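 note: anti alpha tubulin signal scored within the nucleus-defined area of each cell; some results filed as inactive read as strong as hits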
TNAP activators – stimulation of alkaline phosphatase TNAP activity – biochemical, luminescent, no phosphate acceptor, uHTS, primary screen (AID 1001) | purified TNAP, luminescent activation assay, no phosphate acceptor; higher activation fold means a stronger effect | activation fold at 20 µM, or EC50 in µM where a hit was titrated | hit rate 0.03% among 200,000; in the data active = activation fold from about 3, or a potency from the dose series; inactive = the rest, 99 in 100 with activation fold below about 1.6; note: many of its hits are not listed in these tables
Insulin prom up cell count – recorded beside Insulin prom up, whose call it bears; cell count; measured here: cytotoxicity, nuclei count;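 total cells summed across four imaged fields per well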
Lipid droplet cells 6.5 µM – recorded beside Lipid droplet, whose call it bears; cell count; measured here: cell count, cytotoxicity flag;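 cells counted across two imaged fields per well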
b-catenin transl cell count 5 µM – recorded beside b-catenin transl, whose call it bears; cell count; measured here: cell count, cytotoxicity flag
T cell modulator vesicle-bound % – also measured in T cell modulator; calls as there; double positive events, %; measured here: CD8+ vesicle-bound cell fraction;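 binding gate set so that unloaded-vesicle control wells show 10% double positive cells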
MT stabilize HCS Hoechst-high % – second read-out of MT stabilize HCS, no call of its own (marks repeat the call); % Hoechst-high responders; measured here: nuclear condensation Hoechst responders;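 share of cells brighter than vehicle mean plus two SD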
MT stabilize HCS cytotoxicity % – also measured in MT stabilize HCS; calls as there; toxicity, %; measured here: cytotoxicity by cell density;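 0% = mean cell density of plate MIN control wells and 100% = no cells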
Autophagy mod cell loss 18 h – recorded beside Autophagy mod, whose call it bears; toxicity, %; measured here: cell loss, nuclei count;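 cell loss after 18 h compound exposure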
An asterisk follows results filed as active; i = inactive; x = no result given. Cut-off read from the data, not from the text of the source, unless noted: active = inhibition above about 50%; inactive = the rest. Not a hit list; any-hit rate near 2.9%.

SMILES	human PMI inhibitors	human PMI inhibition	Lipid droplet	Lipid droplet cells 6.5 µM	T cell modulator	T cell modulator vesicle-bound %	Autophagy mod	Autophagy mod cell loss 18 h	Insulin prom up	Insulin prom up cell count	b-catenin transl	b-catenin transl cell count 5 µM	MT stabilize HCS	MT stabilize HCS Hoechst-high %	MT stabilize HCS cytotoxicity %	TNAP activators
NNC(=O)c1ccc2nc(-c3ccc(Br)cc3)cn2c1	-8%	-9%	-1	667	i	27	i	12	-0.37	1355	2.0	1040	1.1	0.9	5.2	1.1
COC(=O)CCN1CCc2cc(N=Nc3ccc([N+](=O)[O-])cc3)ccc21	x	x	11	661	i	46	x	x	0.36	1078	-2.1	1366	x	x	x	x
COC(=O)CN(n1cnnc1)S(=O)(=O)c1ccc(C)cc1	-4%	4%	3	825	i	40	i	7	0.53	1198	-2.9	1116	1.8	2.0	5.1	0.9
COc1cccc(NC(=O)C(=O)NCCCn2ccnc2)c1	12%	9%	-5	665	i	56	i	2	x	x	-0.7	1572	1.7	2.1	5.3	1
O=C(c1cc(-n2cnnc2)ccc1Cl)N1CCN(c2nc(-c3ccccc3)cs2)CC1	2%	-2%	11	646	i	40	i	2	-0.4	1851	0.0	997	4.2	2.2	6.5	1.2
CCCn1nnnc1NC(=O)COc1ccc(Cl)c(C)c1	3%	5%	-1	624	i	35	i	-3	-0.55	1462	1.3	1088	2.2	2.6	13	1.1
CCOC(=O)c1cccc(-n2c(C)cc(C=O)c2C)c1	3%	1%	1	669	i	47	i	5	-0.06	1343	-9.9	583	3.1	2.9	3.4	1.1
CCOc1ccc(NS(=O)(=O)c2ccc(OCC(=O)N3CCCC3)cc2)cc1	13%	13%	-6	720	i	32	i	5	-0.36	1161	-1.8	1107	2.8	0.0	54	1.1
CCOC(=O)c1[nH]c2cc3c(cc2c1NC(=O)CN1CC(C)CC(C)C1)OCO3 (stereo not given)	5%	5%	x	x	i	43	i	-2	-1.7	1041	-3.0	1014	3.2	2.0	7.1	1.1
O=C(Cc1cc(C(=O)O)c2ccccc2n1)Nc1ccccc1	-13%	-21%	-2	648	i	32	i	7	-0.06	998	-1.6	1112	1.9	1.5	4.8	0.9
Brc1ccc(Oc2ncc(CN3CCN(c4ccccc4)CC3)s2)cc1	10%	12%	10	796	i	43	i	5	x	x	-2.0	1005	1.5	1.8	5.0	1.1
COCc1cc(C)nc(Nc2ccc(C)cc2C)c1C#N	4%	6%	-6	603	i	12	i	-6	-0.1	1242	-0.1	1099	2.1	0.9	11	1.1
COc1ccc(CC(=O)Nc2cccc(C(=O)Nc3ccccc3C(=O)O)c2)cc1OC	7%	-1%	17	634	i	16	i	13	1.3	1547	0.1	1100	5.0	1.9	1.7	1
Cc1ccc(C(=O)COC(=O)CCC(=O)NC2CCCCC2)cc1C	-1%	-1%	2	762	i	31	i	-1	x	x	x	x	1.2	2.3	7.4	1.1
COc1ccc(CNC(=O)C/C(C)=N/NC(=O)COc2ccc(Br)cc2)cc1	12%	7%	1	620	i	60	i	25	-0.1	1436	-0.2	1519	3.4	2.5	6.6	1

Structures above with an aryl methoxy group:
SMILES	human PMI inhibitors	human PMI inhibition	Lipid droplet	Lipid droplet cells 6.5 µM	T cell modulator	T cell modulator vesicle-bound %	Autophagy mod	Autophagy mod cell loss 18 h	Insulin prom up	Insulin prom up cell count	b-catenin transl	b-catenin transl cell count 5 µM	MT stabilize HCS	MT stabilize HCS Hoechst-high %	MT stabilize HCS cytotoxicity %	TNAP activators
COc1cccc(NC(=O)C(=O)NCCCn2ccnc2)c1	12%	9%	-5	665	i	56	i	2	x	x	-0.7	1572	1.7	2.1	5.3	1
COc1ccc(CC(=O)Nc2cccc(C(=O)Nc3ccccc3C(=O)O)c2)cc1OC	7%	-1%	17	634	i	16	i	13	1.3	1547	0.1	1100	5.0	1.9	1.7	1
COc1ccc(CNC(=O)C/C(C)=N/NC(=O)COc2ccc(Br)cc2)cc1	12%	7%	1	620	i	60	i	25	-0.1	1436	-0.2	1519	3.4	2.5	6.6	1

(further entries)
SMILES	human PMI inhibitors	human PMI inhibition	Lipid droplet	Lipid droplet cells 6.5 µM	T cell modulator	T cell modulator vesicle-bound %	Autophagy mod	Autophagy mod cell loss 18 h	Insulin prom up	Insulin prom up cell count	b-catenin transl	b-catenin transl cell count 5 µM	MT stabilize HCS	MT stabilize HCS Hoechst-high %	MT stabilize HCS cytotoxicity %	TNAP activators
CSc1ccccc1NC(=O)CN(C)CC(=O)NCc1ccccc1	-1%	-1%	7	705	i	39	i	13	1.3	1162	-1.1	1072	3.0	2.7	7.7	1.1
Cc1cc(-c2ccccc2)nc(Oc2cccc(C(F)(F)F)c2)c1S(C)(=O)=O	8%	14%	x	x	i	49	i	-1	-0.94	1301	-3.0	943	3.0	2.5	8.3	1.1
Cc1c(N=C2SC(CC(=O)Nc3ccccc3)C(=O)N2CCN2CCOCC2)c(=O)n(-c2ccccc2)n1C (stereo not given)	4%	-1%	-1	695	i	62	i	-9	1.5	1291	-3.3	1145	2.7	1.5	3.2	1.2
Cc1cc(C)n(-c2nc3ccccc3[nH]c2=O)n1	-3%	-1%	14	708	i	42	i	4	x	x	-3.0	1200	2.4	0.4	22	1.1
Cn1c(COc2ccccc2)nnc1SCC(=O)NCc1ccccc1	3%	1%	x	x	i	56	i	42	0.43	1137	1.9	899	2.0	1.8	7.9	1.1
O=C(COc1ccccc1/C=C\c1nc(O)c([N+](=O)[O-])c(=O)[nH]1)Nc1ccccc1	2%	1%	-10	664	x	x	i	1	0.64	1551	-1.8	898	5.2	1.6	7.3	1.1
CCCc1nc2oc3c(NCCN(C)C)ncnc3c2c2c1CCCC2	10%	4%	x	x	i	12	i	-6	-2.2	1146	8.1	1086	5.3	2.2	3.0	0.9
Cc1ccc(C(=O)NNC(=O)C2CCN(c3nc(C)cc(C)n3)CC2)cc1	-9%	-2%	x	x	i	31	i	9	-0.98	1631	-0.7	1369	1.3	1.1	8.0	1.2
O=C(NC(=S)NCCc1ccc(Cl)cc1)c1ccco1	1%	10%	8	635	i	58	i	-14	0.23	1336	0.3	540	3.6	1.9	1.9	1.1
O=C(/C=C/c1cccc([N+](=O)[O-])c1)N(c1ccccn1)c1ccccn1	x	x	-1	732	i	48	x	x	0.45	951	-0.2	1238	x	x	x	x
O=C(OCC(=O)c1ccccc1Br)c1ccncc1	1%	-12%	-6	695	i	59	i	10	0.34	1210	-4.2	1143	6.2	2.9	8.4	1.1
CCOC(=O)C1(Cc2cccc(F)c2)CCN(Cc2nc(CC)[nH]c2C)CC1	5%	10%	-24	696	i	46	i	-9	2	1366	-0.7	1022	3.4	0.9	1.1	1.2
COC(=O)C1(c2ccccc2)NC(c2cccs2)C2C(=O)N(C)C(=O)C21 (stereo not given)	-11%	-11%	x	x	i	17	i	2	-0.13	1340	-6.3	967	0.2	0.8	8.1	1.1
Nc1nc(CSc2nc3ccccc3s2)nc(N2CCOCC2)n1	-4%	-6%	-8	697	i	44	i	-10	0.12	1407	0.3	1403	4.6	1.0	11	1
CCOc1ccc(NS(=O)(=O)c2ccc3[nH]c(=O)c(=O)[nH]c3c2)cc1	-1%	-8%	10	706	i	21	i	-6	-0.39	1350	-0.9	1250	6.0	1.5	8.0	1.1
Cc1ccc(Cn2ccc(NC(=O)c3cc(-c4ccc(Cl)cc4)on3)n2)cc1	-1%	-3%	x	x	i	34	i	-10	0.07	1398	-0.9	802	5.0	3.8	8.4	1
Cc1ccc2c(c1)N(CC(=O)NCc1ccco1)C(=O)C(C(C)C)O2 (stereo not given)	x	x	-12	687	i	24	x	x	0.13	1076	-1.6	1336	x	x	x	x
O=C1/C(=C\c2ccco2)SC(=S)N1c1ccc(O)cc1	39%	10%	3	754	i	7	i	4	0.55	1252	-4.3	584	3.9	4.7	15	0.8
c1cncc(-c2csc(NCc3ccco3)n2)c1	8%	11%	-1	782	i	21	i	6	x	x	-2.4	979	1.0	0.9	6.7	1.1
CCOC(=O)c1c(-c2cccc([N+](=O)[O-])c2)csc1NC(=O)CCCOc1ccccc1OC	28%	6%	-1	722	x	x	i	3	-0.52	961	-2.1	1198	1.5	1.5	0.8	1.1
O=C(Nc1cccc(C(F)(F)F)c1)N1CCN(C(=O)Nc2cccc(C(F)(F)F)c2)CC1	3%	1%	-1	802	i	23	i	7	0.27	949	-6.2	1213	3.0	1.3	7.5	1.2
CCOc1c2ccc(C(=O)NCCc3ccc(C)cc3)cc2nn1CC	4%	12%	x	x	i	47	i	8	-0.03	1477	-3.0	1439	2.8	1.8	0.8	1.1
O=C(c1ccccc1)c1ccc2nc(Nc3ccccc3)c3nncn3c2c1	x	x	3	745	i	30	x	x	-0.44	958	-1.0	1350	x	x	x	x
COC(=O)c1ccc(CN2C(=O)NC3(CCC(C)CC3)C2=O)o1 (stereo not given)	-11%	-19%	x	x	i	1	i	4	x	x	x	x	2.4	1.9	12	0.9
Cc1nnc(NCCc2ccccc2)[nH]c1=O	9%	12%	x	x	i	33	i	15	0.55	1289	-1.3	954	3.4	1.7	6.2	1.1
Cc1cccc[n+]1CC(=O)Nc1cccc([N+](=O)[O-])c1	0%	4%	15	689	i	58	i	16	0.33	1549	0.0	1102	1.3	0.8	5.1	1.1
COc1ccc(C(=O)O)cc1F	2%	2%	x	x	i	30	i	16	0.43	1516	2.4	1398	3.5	2.5	14	1.1
CCN(CC)c1ccc(NC(=O)OC)cc1	0%	2%	-10	732	i	52	i	6	1.4	935	-4.7	1131	2.7	1.9	4.3	0.9
CCCCNc1cc(F)nc(N)n1	-7%	-7%	-3	733	i	55	i	15	-0.23	1116	x	x	5.1	2.7	1.8	1.1
Cc1ccc(C(=O)C2=C(O)C(=O)N(c3ncccn3)C2c2ccc(Cl)cc2)o1 (stereo not given)	-66%	-52%	-7	654	i	14	i	2	x	x	-1.6	1185	3.3	1.9	5.6	1
COc1ccc(C)cc1S(=O)(=O)Nc1cccc(Cl)c1Cl	-9%	-6%	-16	706	i	34	i	-4	-0.82	1030	-1.5	1182	3.0	1.7	8.9	1.1
O=c1[nH]n(-c2ccc(F)cc2)c2ncccc12	0%	10%	x	x	i	39	i	-3	x	x	x	x	0.8	2.0	8.1	1.1
